HTR5A inv ag – HTR5A inverse agonism, opioid heterodimer counter-screen | P47898 | HTR5A cell line, luminescence | inhibition, % at 9.3 µM | 340,000 compounds, 0.083% hits; in the data active means inhibition mostly above about 23%, no sharp cut-off; inactive means mostly below about 18%;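 further: 0% = cells with DMSO and 100% = no-cell wells with DMSO; some compounds called inactive have numbers as strong as hits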
RTF Ca sens act – increases calcium sensitivity of human cardiac regulated thin filaments | activation, % at 7.2 µM | IANBD-labeled TnC RTF fluorescence at EC20 calcium; 0% EC20 calcium, 100% full calcium | 340,000 compounds, 0.24% hits | P19429+P45379;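 active means activation above the mean over all tested compounds plus 3 SD, cut at about 30% in these data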;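 further: rise in fluorescence read as greater calcium sensitivity of cardiac thin filaments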
HTR5A ag ctr – counter-screen for OPRM1-OPRD1 agonists: human HTR5A agonism; HTR5A agonist assay, luminescence, cell-based; 340,000 compounds, 0.61% hits; activation, % at 9.3 µM; P47898; in the data active means activation mostly above about 9.5%, no sharp cut-off; inactive means mostly below about 7.6%;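 further: 0% = cells with vehicle only and 100% = reference agonist; strong numbers were not always called active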
LANA DNA inh – inhibitors of KSHV LANA C-terminal domain DNA binding; MBP-C-LANA/FAM-LBS DNA binding, fluorescence polarization; inhibition, % at 9 µM; 340,000 compounds, 0.078% hits;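 active means highest replicate inhibition at or above 60% at 9 µM, even if other replicates fall short; inactive means all replicates below 60% inhibition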;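 further: 0% = neutral control wells and 100% = 4 µM acridine orange control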
Keap1 Nrf2 FP – inhibitors of human Keap1-Nrf2 protein-protein interaction. inhibition, % at 9.4 µM. 340,000 compounds, 0.15% hits. Keap1 Kelch-Nrf2 peptide fluorescence polarization, 1536-well. Q14145; in the data active means inhibition above about 12%;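 further: human Keap1 Kelch domain with fluorescein labeled Nrf2 9mer peptide probe; 0% = neutral control wells and 100% = peptide positive control; higher means more block of Keap1 binding to Nrf2 peptide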
OPRM1-OPRD1 inv – inverse agonist of human OPRM1-OPRD1 heterodimerization. cell-based MOR-DOR heterodimer luminescence, inverse agonism. 340,000 compounds, 0.21% hits. inhibition, % at 9.3 µM. AID 504357. P35372+P41143; in the data active means inhibition above about 22%, passing the limit was not always enough;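 further: 0% = cells with DMSO and 100% = wells without cells with DMSO; values of inactives mirror those of a sister screen read the other way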
Target sequence (P35372 whole entry, looked up): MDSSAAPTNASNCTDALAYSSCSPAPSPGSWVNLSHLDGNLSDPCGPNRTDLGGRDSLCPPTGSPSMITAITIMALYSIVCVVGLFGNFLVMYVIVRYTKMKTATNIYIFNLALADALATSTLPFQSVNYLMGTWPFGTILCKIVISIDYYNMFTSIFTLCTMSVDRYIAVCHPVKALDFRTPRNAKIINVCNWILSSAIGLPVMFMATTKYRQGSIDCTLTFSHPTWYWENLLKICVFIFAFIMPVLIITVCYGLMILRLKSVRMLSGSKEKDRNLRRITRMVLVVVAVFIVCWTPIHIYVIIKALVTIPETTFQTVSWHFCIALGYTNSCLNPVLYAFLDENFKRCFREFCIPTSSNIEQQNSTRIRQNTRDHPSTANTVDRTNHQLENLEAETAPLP
Target sequence (P41143 whole entry, looked up): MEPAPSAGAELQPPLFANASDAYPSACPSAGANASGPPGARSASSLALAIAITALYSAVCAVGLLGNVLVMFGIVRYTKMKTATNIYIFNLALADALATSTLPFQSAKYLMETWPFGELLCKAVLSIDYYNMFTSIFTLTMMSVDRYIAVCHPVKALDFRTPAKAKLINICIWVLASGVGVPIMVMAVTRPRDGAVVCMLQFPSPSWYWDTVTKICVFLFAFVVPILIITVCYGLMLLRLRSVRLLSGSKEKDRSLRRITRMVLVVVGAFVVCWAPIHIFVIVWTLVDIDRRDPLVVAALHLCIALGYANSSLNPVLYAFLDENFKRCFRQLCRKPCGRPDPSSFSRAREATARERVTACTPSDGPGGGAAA
OPRM1-OPRD1 ag – agonists of human mu-delta opioid receptor heterodimerization; 340,000 compounds, 0.3% hits; cells, OPRM1-OPRD1 heterodimerization, luminescence; P35372+P41143; activation, % at 9.3 µM; in the data active means activation above about 18%;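 further: 0% = vehicle-treated cells and 100% = reference agonist; values of inactives mirror those of a sister screen read the other way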
V-ATPase pHluor – alters yeast V-ATPase proton transport; S. cerevisiae, pHLuorin cytosolic pH fluorescence; response, % at 10 µM; 350,000 compounds, 0.37% hits; in the data active means response mostly above about 7.3%, no sharp cut-off; inactive means mostly below about 5.4%; further: actives read high; inactives centre near 0; some compounds called inactive have numbers as strong as hits; reference of the scale not given here
Cardiac RTF inh – cardiac RTF calcium desensitization | IANBD-labeled cardiac RTF, Ca2+ fluorescence | inhibition, % at 7.15 µM | 340,000 compounds, 0.12% hits | AID 493244;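 active means inhibition above the mean inhibition of all tested compounds plus 3 SD, cut at about 17% in these data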;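 further: assay run at fixed EC70 calcium of 1.6 mM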
CAL PDZ FP – blocks peptide binding to the human CAL PDZ domain; 300,000 compounds, 0.92% hits; AID 602252; inhibition, % at 24.9 µM; purified CAL PDZ, TMR-peptide fluorescence polarization, 1 h; Q9HD26;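 active means mean inhibition of at least 30% with at least half of replicates also reaching 30%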;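 further: 0% = DMSO neutral control and 100% = excess unlabeled competitor peptide PRC23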
The depositor's hits bear a star; · = not tested or not shown.

[1] CCn1cc(C(=O)NCCCN2CCCC2)c(=O)c2cc(S(=O)(=O)N3CCc4ccccc4C3)ccc21
[2] CC(c1ccccc1)n1c(SCC(=O)Nc2ccccc2)n[nH]c1=O (configuration not stated)
[3] CN(C)c1cccc(C(=O)OCC(=O)N(C)c2ccccc2)c1
[4] Cc1cccc(Nc2nc(N)nc(CCl)n2)c1
[5] CC(C)(C)n1nnnc1C(c1cccnc1)N1CCN(c2ccccc2F)CC1 (configuration not stated)
[6] CNS(=O)(=O)c1cc(-c2nnc(Nc3ccc(CC(N)=O)cc3)c3ccccc23)ccc1C

| Compound | 1 | 2 | 3 | 4 | 5 | 6 |
| --- | --- | --- | --- | --- | --- | --- |
| HTR5A inv ag | -49.3 | -6.9 | 1.6 | -68.8 | -23.5 | -0.1 |
| RTF Ca sens act | -1.3 | -6.8 | -3.4 | 4.1 | -1.9 | -4.7 |
| HTR5A ag ctr | 5.8 | 1.9 | -0.6 | 19.5* | 1.6 | 0.0 |
| LANA DNA inh | -4.9 | 0.5 | -1.9 | -1.5 | 0.0 | 1.1 |
| Keap1 Nrf2 FP | -2.4 | -1.7 | 0.6 | 1.5 | -1.6 | 0.3 |
| OPRM1-OPRD1 inv | 11.3 | 6.6 | 13.1 | 0.8 | 12.8 | 19.9 |
| OPRM1-OPRD1 ag | -2.2 | -1.3 | -2.5 | -0.1 | -2.3 | -4.2 |
| V-ATPase pHluor | -1.8 | -0.7 | -2.0 | 4.3 | -3.0 | 2.6 |
| Cardiac RTF inh | 3.5 | -0.6 | -14.4 | -8.7 | -6.5 | 3.7 |
| CAL PDZ FP | -8.8 | -3.6 | -4.0 | · | -2.5 | -5.3 |

[7] CN=c1sc2ccccc2n1CC(O)c1ccccc1 (configuration not stated)
[8] CCC(C(=O)OCC(=O)Nc1cc(C)ccc1OC)c1ccccc1 (configuration not stated)
[9] O=C(CN(C(=O)c1csnn1)c1ccc(F)cc1)NCCc1ccccc1
[10] COC(=O)c1ccc2c(=O)[nH]c(COC(=O)c3c(-c4ccccc4Cl)noc3C)nc2c1
[11] CCOc1ccc(CNC(=O)CCCOc2cc(=O)n(C)c3ccccc23)cc1
[12] O=C1[C@@H]2[C@H](Cc3ccc(O)cc3)N[C@]3(C(=O)Nc4ccccc43)[C@@H]2C(=O)N1c1ccc(F)cc1

| Compound | 7 | 8 | 9 | 10 | 11 | 12 |
| --- | --- | --- | --- | --- | --- | --- |
| HTR5A inv ag | 0.6 | -1.3 | 8.5 | 6.1 | -23.1 | 13.8 |
| RTF Ca sens act | -6.5 | -10.4 | -2.7 | -3.3 | 7.3 | -0.5 |
| HTR5A ag ctr | 0.6 | 0.5 | -3.5 | 4.0 | -4.5 | 0.8 |
| LANA DNA inh | 0.9 | -1.1 | 0.7 | -1.0 | -1.3 | -0.4 |
| Keap1 Nrf2 FP | -1.0 | -7.0 | -4.8 | -2.5 | -0.3 | 1.3 |
| OPRM1-OPRD1 inv | 11.8 | -30.3 | 8.8 | -25.7 | 9.5 | 2.0 |
| OPRM1-OPRD1 ag | -2.4 | 6.0 | -1.6 | 3.9 | -1.6 | -0.4 |
| V-ATPase pHluor | 2.2 | -3.0 | 2.5 | 3.0 | -0.6 | -3.8 |
| Cardiac RTF inh | -0.5 | 6.5 | -3.8 | -21.6 | -2.1 | -0.2 |
| CAL PDZ FP | 0.0 | 0.0 | 0.0 | -7.8 | 3.9 | -1.5 |

Copied from above for reference:
[3] CN(C)c1cccc(C(=O)OCC(=O)N(C)c2ccccc2)c1
[4] Cc1cccc(Nc2nc(N)nc(CCl)n2)c1
[5] CC(C)(C)n1nnnc1C(c1cccnc1)N1CCN(c2ccccc2F)CC1 (configuration not stated)
[6] CNS(=O)(=O)c1cc(-c2nnc(Nc3ccc(CC(N)=O)cc3)c3ccccc23)ccc1C
[7] CN=c1sc2ccccc2n1CC(O)c1ccccc1 (configuration not stated)
[8] CCC(C(=O)OCC(=O)Nc1cc(C)ccc1OC)c1ccccc1 (configuration not stated)
[9] O=C(CN(C(=O)c1csnn1)c1ccc(F)cc1)NCCc1ccccc1
[10] COC(=O)c1ccc2c(=O)[nH]c(COC(=O)c3c(-c4ccccc4Cl)noc3C)nc2c1

| Compound | 3 | 4 | 5 | 6 | 7 | 8 | 9 | 10 |
| --- | --- | --- | --- | --- | --- | --- | --- | --- |
| HTR5A inv ag | 1.6 | -68.8 | -23.5 | -0.1 | 0.6 | -1.3 | 8.5 | 6.1 |
| RTF Ca sens act | -3.4 | 4.1 | -1.9 | -4.7 | -6.5 | -10.4 | -2.7 | -3.3 |
| HTR5A ag ctr | -0.6 | 19.5* | 1.6 | 0.0 | 0.6 | 0.5 | -3.5 | 4.0 |
| LANA DNA inh | -1.9 | -1.5 | 0.0 | 1.1 | 0.9 | -1.1 | 0.7 | -1.0 |
| Keap1 Nrf2 FP | 0.6 | 1.5 | -1.6 | 0.3 | -1.0 | -7.0 | -4.8 | -2.5 |
| OPRM1-OPRD1 inv | 13.1 | 0.8 | 12.8 | 19.9 | 11.8 | -30.3 | 8.8 | -25.7 |
| OPRM1-OPRD1 ag | -2.5 | -0.1 | -2.3 | -4.2 | -2.4 | 6.0 | -1.6 | 3.9 |
| V-ATPase pHluor | -2.0 | 4.3 | -3.0 | 2.6 | 2.2 | -3.0 | 2.5 | 3.0 |
| Cardiac RTF inh | -14.4 | -8.7 | -6.5 | 3.7 | -0.5 | 6.5 | -3.8 | -21.6 |
| CAL PDZ FP | -4.0 | · | -2.5 | -5.3 | 0.0 | 0.0 | 0.0 | -7.8 |

[11] CCOc1ccc(CNC(=O)CCCOc2cc(=O)n(C)c3ccccc23)cc1
[12] O=C1[C@@H]2[C@H](Cc3ccc(O)cc3)N[C@]3(C(=O)Nc4ccccc43)[C@@H]2C(=O)N1c1ccc(F)cc1

| Compound | 11 | 12 |
| --- | --- | --- |
| HTR5A inv ag | -23.1 | 13.8 |
| RTF Ca sens act | 7.3 | -0.5 |
| HTR5A ag ctr | -4.5 | 0.8 |
| LANA DNA inh | -1.3 | -0.4 |
| Keap1 Nrf2 FP | -0.3 | 1.3 |
| OPRM1-OPRD1 inv | 9.5 | 2.0 |
| OPRM1-OPRD1 ag | -1.6 | -0.4 |
| V-ATPase pHluor | -0.6 | -3.8 |
| Cardiac RTF inh | -2.1 | -0.2 |
| CAL PDZ FP | 3.9 | -1.5 |

Additional structures follow:
[13] Nc1nnc(CSCc2cccc(Br)c2)s1
[14] Cc1nn(Cc2ccccc2)c(C)c1NC(=O)CSc1nc(-c2ccccc2)nc2c1cnn2-c1ccccc1
[15] Cn1c(COc2ccccc2)nc2ccccc21
[16] CCc1cccc2c(C(=O)Cn3nnc(-c4ccc(OC)c(OC)c4)n3)c[nH]c12
[17] Cc1cc(N)nc(SCC(=O)N2C(C)CCCC2C)n1 (configuration not stated)
[18] Cc1cccc(-n2ncc3c2CCCC3NC(=O)CN2CCCC2=O)c1C (configuration not stated)
[19] COc1ccc(CN2CCC(n3nccc3NC(=O)c3ccc4c(c3)OCO4)CC2)cc1C
[20] Cc1sc2nc(CN3CCN(c4ccc(O)cc4)CC3)[nH]c(=O)c2c1C
[21] CCCCc1nnc(NC(=O)CSCc2cc(=O)n3cc(C)sc3n2)s1

| Compound | 13 | 14 | 15 | 16 | 17 | 18 | 19 | 20 | 21 |
| --- | --- | --- | --- | --- | --- | --- | --- | --- | --- |
| HTR5A inv ag | -3.0 | -14.5 | 1.6 | 2.6 | -12.2 | -9.7 | -2.4 | -38.5 | -10.1 |
| RTF Ca sens act | 2.5 | 5.6 | -2.6 | -3.4 | -1.0 | -1.9 | 1.6 | 2.2 | -5.7 |
| HTR5A ag ctr | 0.3 | 1.3 | 3.0 | 6.6 | -1.2 | 5.6 | 2.7 | 12.2* | 2.4 |
| LANA DNA inh | -1.2 | 0.0 | -2.8 | 0.2 | 2.3 | 2.0 | 0.2 | 2.2 | 0.8 |
| Keap1 Nrf2 FP | -3.9 | -1.3 | 6.2 | 0.7 | 6.6 | 0.0 | -5.2 | 1.1 | -4.5 |
| OPRM1-OPRD1 inv | 13.8 | 7.3 | 12.4 | -21.6 | 5.0 | 1.6 | 4.3 | 4.7 | 17.3 |
| OPRM1-OPRD1 ag | -2.9 | -1.2 | -2.2 | 5.2 | -0.8 | -0.3 | -0.8 | -0.9 | -3.4 |
| V-ATPase pHluor | -1.4 | 1.6 | 1.8 | -96.5 | 0.4 | 2.8 | -0.1 | 1.4 | -1.5 |
| Cardiac RTF inh | -8.2 | 4.0 | -8.8 | -7.8 | -1.6 | -4.0 | -4.6 | -3.9 | 1.5 |
| CAL PDZ FP | 7.1 | -1.4 | 0.9 | · | -5.7 | -4.8 | -0.1 | 44.5* | -3.6 |

Source: PubChem (several laboratories)
